From PubChem
CHOP UPR activ – activators of apoptotic CHOP UPR arm, primary screen, cell-based, CHO-CHOP luciferase reporter, luminescence, uHTS; UPR activation; percent of tunicamycin response over DMSO baseline; activation, % at 10 µM; hit rate 0.34% among 330,000;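 active = at 10 µM dose, activation of 40% or more, normalized to positive control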;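 note: 100% = tunicamycin at 10 µg/mL and 0% = DMSO alone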
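Evaluation: % reporter activation, DMSO baseline versus tunicamycin full activation; System: CHO-CHOP luciferase reporter cell line; Input: 500 cells/well; Incubation: 6 h compound treatment, 37 °C; Measured by: Steady-Glo luciferase luminescence; Dosing: one dose, 10 µM in 0.5% DMSO; Buffer or medium: F12 medium, 10% FBS; Benchmarks: positive tunicamycin 10 µg/mL, negative DMSO alone.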
Mdm2-MdmX inh – inhibitors of human Mdm2-MdmX association, primary screen, cell-based, luminescence, split luciferase, SaOS-2, uHTS; inhibition, % at 8 µM; AID 485346, 2010; hit rate 3% among 330,000; Protein Mdm4 (Homo sapiens) + E3 ubiquitin-protein ligase Mdm2 (Homo sapiens), …; SaOS-2 split-luciferase Mdm2/MdmX complementation;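 active = inhibition of at least 50% at 8 µM in the primary screen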
UPR XBP1 act – activators of adaptive XBP1 UPR arm, primary screen, cell-based, CHO-XBP1 luciferase reporter, luminescence, uHTS; IRE1-XBP1 UPR activation; percent of tunicamycin response, DMSO as zero; activation, % at 20 µM; hit rate 0.33% among 330,000;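 active = versus positive control, 20 µM dose yields 30% or more activation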;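 note: 100% = tunicamycin at 10 µg/mL and 0% = DMSO only wells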
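assay system = CHO-XBP1 luciferase reporter cells | amount = 1000 cells/well | buffer or medium = F12 plus 10% FBS | compound dosing = single point, 20 µM final compound, 1% DMSO | incubation = 16-18 h cell attachment at 37 °C, then 6 h compound exposure | detection = Steady-Glo luminescence read | controls = tunicamycin 10 µg/mL and vehicle-only wells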
NALP3 yeast inh – NALP3 inflammasome inhibitors in reconstituted yeast, primary screen, luminescence, uHTS; Yeast reconstituted NLRP3/ASC/caspase-1, beta-gal luminescence, 24 h; inhibition, % at 10 µM; hit rate 0.39% among 330,000; AID 2825, 2010;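 active = inhibition of 50% or more; inactive = inhibition below 50%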;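 note: plate controls were induced DMSO wells for no effect and uninduced yeast grown without galactose for full effect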
TIM10 inh – growth inhibitors of isogenic TIM10 control yeast, primary screen, counter-screen for tim10-1 yeast inhibitor project, luminescence, uHTS; AID 463195, 2010; hit rate 1.4% among 330,000; inhibition, % at 10 µM; S. cerevisiae TIM10 strain growth, BacTiter-Glo luminescence, 24 h;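 active = inhibition of 40% or more at the single tested concentration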;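 note: wild-type TIM10 isogenic control strain grown at permissive 25 °C; 0% = DMSO yeast wells and 100% = minimal medium wells without yeast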
GRIN3A LBD mod – binders of NR3A ligand-binding domain, primary screen, biophysical, differential scanning fluorimetry, uHTS | Glutamate receptor ionotropic, NMDA 3A (GRIN3A) ligand-binding domain | NR3A LBD differential scanning fluorimetry, Tm shift; 0% = protein alone, 100% = glycine-bound protein | Tm shift relative to glycine control, % at 25 µM | hit rate 2.5% among 340,000;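 active = melting temperature shift of at least 10% of the positive control shift, at one fixed dose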
tim10-1 inh – growth inhibitors of tim10-1 mutant yeast, primary screen, luminescence, uHTS; S. cerevisiae tim10-1 ts strain growth, BacTiter-Glo, 24 h; inhibition, % at 20 µM; hit rate 2.2% among 330,000; AID 463190, 2010;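 active = inhibition of at least 40%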;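 note: mutant grown at 25 °C; 0% = DMSO wells with yeast and 100% = wells holding no yeast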
APJ ag – agonists of human apelin receptor APJ, primary screen, CHO-K1 cells, PathHunter beta-arrestin, luminescence. P35414. hit rate 0.11% among 330,000. activation, % at 20 µM. 0% DMSO wells, 100% apelin;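 active = activation more than six SD over the plate average, tested at 20 µM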;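 note: 0% = DMSO alone and 100% = apelin-13 at 10 nM; some results filed as inactive read as strong as hits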
Target sequence (P35414 whole entry, looked up): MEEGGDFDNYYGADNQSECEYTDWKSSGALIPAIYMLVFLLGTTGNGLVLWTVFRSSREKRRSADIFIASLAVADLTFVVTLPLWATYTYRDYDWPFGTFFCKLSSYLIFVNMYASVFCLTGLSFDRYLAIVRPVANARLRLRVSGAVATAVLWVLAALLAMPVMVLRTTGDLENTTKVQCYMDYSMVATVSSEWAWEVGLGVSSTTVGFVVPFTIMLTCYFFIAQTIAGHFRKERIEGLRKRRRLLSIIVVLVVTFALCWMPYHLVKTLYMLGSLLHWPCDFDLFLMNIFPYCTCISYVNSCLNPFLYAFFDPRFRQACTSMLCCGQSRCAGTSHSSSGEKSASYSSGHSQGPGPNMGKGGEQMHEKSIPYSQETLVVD
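Assay system: CHO-K1 APJ beta-arrestin complementation cell line / Compound: single test compound dose, 20 µM final, 1% DMSO / Times: overnight seeding, 90 min compound at 25 °C, 1 h detection / Technique: beta-gal luminescence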
tim23-1 inh – growth inhibitors of tim23-1 mutant yeast, primary screen, luminescence, uHTS. AID 463212, 2010. S. cerevisiae tim23-1 growth, BacTiter-Glo luminescence, 24 h. hit rate 1.3% among 330,000. inhibition, % at 20 µM;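 active = growth inhibition of the mutant yeast at or above 50%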;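 note: temperature-sensitive mutant grown at 25 °C; plate controls were DMSO-treated mutant yeast for no effect and medium wells lacking yeast for full effect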
* marks the source's active call; other numbers are inactive results; . = not tested or not shown.

SMILES | CHOP UPR activ | Mdm2-MdmX inh | UPR XBP1 act | NALP3 yeast inh | TIM10 inh | GRIN3A LBD mod | tim10-1 inh | APJ ag | tim23-1 inh
COc1ccc2nc(C)cc(SCC(=O)NNC(=O)COc3ccc(C)cc3)c2c1 | -1.2 | 18.1 | 0.1 | 4.0 | -28.5 | -0.9 | 14.7 | -1.6 | -22.6
CC1CCC(C(C)C)C(OC(=O)COC(=O)c2cccn2C)C1 (stereo not drawn) | -0.7 | 18.9 | -3.0 | 10.9 | 14.5 | 2.6 | 23.4 | -5.8 | -4.7
Clc1ccc(N/N=C/c2cccs2)nn1 | 3.1 | -8.7 | 3.8 | 5.9 | 10.0 | 0.0 | 1.5 | 1.9 | -12.9
CC1(C)Cc2c(sc(NC(=O)c3ccc(S(=O)(=O)N4CCCC4)cc3)c2C#N)C(C)(C)N1 | 0.4 | 21.3 | 0.0 | 14.3 | 5.2 | 3.8 | -1.7 | -7.2 | -6.4
C=CCNC(=O)c1c[nH]c2ccc(S(=O)(=O)N(C)c3ccc(OCC)cc3)cc2c1=O | 0.2 | 19.3 | -1.2 | 8.4 | 1.2 | -22.4 | -6.4 | 2.4 | -0.9
Cc1c(NC(=O)c2cccc(S(=O)(=O)N3CCOCC3)c2)c(=O)n(-c2ccccc2)n1C | -0.6 | -3.3 | 0.2 | 31.3 | -12.2 | -0.8 | -3.9 | 1.0 | 13.6
COc1ccc(C(=O)Nc2ccnn2C2CCN(C(=O)C3CCOC3)CC2)cc1 (stereo not drawn) | 3.1 | 4.0 | -4.5 | 1.4 | 0.7 | -1.3 | -9.7 | 2.3 | -6.0
CC(=O)c1ccc(N2CCN(S(=O)(=O)c3ccc4c(c3)CC(=O)N4)CC2)cc1 | 1.4 | 30.8 | -1.5 | 11.7 | -11.2 | -3.2 | 3.8 | -3.3 | 11.9
Cc1cc(C(=O)Nc2ccc(N3CCOCC3)cc2)c2ccccc2n1 | 0.7 | 7.4 | -3.8 | 14.0 | 9.5 | -1.1 | 19.5 | 4.4 | 0.5
Cc1cccc(NC(=O)CSc2nc(=O)n(CCN3CCOCC3)c3c2CCCC3)c1C | 1.0 | -4.2 | -2.2 | -5.4 | 12.9 | . | 5.9 | -4.8 | 7.7
CCOC(=O)c1sc(NC(=O)c2ccc(S(=O)(=O)N(CC)CC)cc2)nc1C | 2.0 | 33.0 | -1.1 | 1.3 | 3.9 | -6.4 | 13.3 | 0.8 | -13.3
COc1ccc([C@H]2CC(=O)C=C(c3cccc4c3sc3ccccc34)C2)cc1OC | -0.3 | 37.3 | -1.1 | 20.3 | 8.4 | 2.7 | 6.2 | -2.4 | 7.3
CC1CCc2c(sc3ncnc(SCC(=O)Nc4ccc(C(=O)O)cc4)c23)C1 (stereo not drawn) | 2.1 | 12.4 | -4.0 | 6.0 | 15.2 | -6.5 | 12.4 | -3.2 | 18.5
Cc1ccc(N(CCC#N)C(=O)COC(=O)C2CCN(c3ccc(C(F)(F)F)cn3)CC2)cc1 | 4.2 | -1.3 | -0.9 | 22.9 | 8.1 | 3.9 | 25.9 | 1.8 | 26.3
CC(=O)c1ccc(N2CCC(C)CC2)c(F)c1 | 2.2 | 13.3 | -3.4 | 25.6 | 12.0 | -0.8 | -1.8 | -3.2 | 5.7
CC(=O)n1cc(N(C(=O)CCl)c2ccc([N+](=O)[O-])cc2)c2ccccc21 | -7.6 | 97.7* | -9.1 | -0.2 | 36.3 | -0.2 | 31.6 | 1.6 | 63.9*
CCC12CC3CC(C1)CC(C(=O)Nc1nn[nH]n1)(C3)C2 | -0.8 | 8.6 | -0.6 | 11.9 | -3.1 | -17.0 | 4.3 | -1.7 | 3.1
O=C(N/N=C/c1ccccc1)c1[nH]c2ccc(Br)cc2c1-c1ccccc1 | 0.8 | 62.7* | 13.7 | 7.5 | 26.6 | 26.6* | 31.9 | -3.3 | -0.5
Cc1cccc(OCC(=O)N/N=C/c2ccc(N(C)C)cc2)c1 | 0.9 | -17.7 | 0.3 | -3.9 | 4.6 | -1.4 | 0.6 | -1.9 | 24.7
Cc1ccc(/C(N)=N/OC(=O)CCC2CCCCC2)cc1 | 1.1 | -27.5 | 2.5 | -1.1 | 83.0* | 1.0 | 59.8* | -1.8 | 77.5*

By substructure: those above with a cyano group (2)
SMILES | CHOP UPR activ | Mdm2-MdmX inh | UPR XBP1 act | NALP3 yeast inh | TIM10 inh | GRIN3A LBD mod | tim10-1 inh | APJ ag | tim23-1 inh
CC1(C)Cc2c(sc(NC(=O)c3ccc(S(=O)(=O)N4CCCC4)cc3)c2C#N)C(C)(C)N1 | 0.4 | 21.3 | 0.0 | 14.3 | 5.2 | 3.8 | -1.7 | -7.2 | -6.4
Cc1ccc(N(CCC#N)C(=O)COC(=O)C2CCN(c3ccc(C(F)(F)F)cn3)CC2)cc1 | 4.2 | -1.3 | -0.9 | 22.9 | 8.1 | 3.9 | 25.9 | 1.8 | 26.3

Following part.
SMILES | CHOP UPR activ | Mdm2-MdmX inh | UPR XBP1 act | NALP3 yeast inh | TIM10 inh | GRIN3A LBD mod | tim10-1 inh | APJ ag | tim23-1 inh
Cc1ccc(C)c(SCC(=O)NCc2ccco2)c1 | 1.8 | 0.1 | 0.1 | 4.3 | 10.7 | 3.1 | 5.3 | 2.0 | 13.3
C/C(=N\Nc1ccc([N+](=O)[O-])cc1)c1cccc(N)c1 | 1.2 | -22.2 | 2.0 | 32.6 | 4.3 | 29.1* | -24.3 | -9.6 | 25.8
CC(C)CC1NC(=O)N(CC(=O)N2c3ccccc3NC(=O)C2(C)C)C1=O (stereo not drawn) | -2.5 | 12.7 | 0.0 | 0.4 | -5.5 | -1.0 | 7.7 | -2.3 | 17.6
N#Cc1c(NC(=O)CSc2ncc(-c3ccccc3)n2CC2CCCO2)sc2c1CCCC2 (stereo not drawn) | -2.7 | 76.1* | -1.1 | 10.5 | 18.6 | -1.4 | 20.5 | -2.8 | 26.3
CCCc1ccc(OCc2ccc(C(=O)N/N=C/c3cccnc3)o2)cc1 | 4.0 | -23.4 | 0.3 | -5.5 | 16.2 | -0.8 | 31.4 | 14.6 | 41.5
CCOc1ccc2ccc(OCC)c(/C=N/n3cnnc3)c2c1 | 2.2 | -12.2 | 5.1 | 7.9 | 16.9 | -0.9 | 9.8 | 0.9 | 36.8
O=C(CN1CCCC1)NCC(=O)Nc1ccc(F)cc1 | -0.5 | 0.0 | 1.5 | -7.3 | 8.2 | -1.1 | 5.9 | -0.3 | 2.8
COCCn1c(SCC(=O)NC2CCCCC2C)nc2ccccc2c1=O (stereo not drawn) | 2.2 | 10.1 | -5.0 | 21.8 | -3.4 | -0.2 | 5.2 | -3.2 | -3.1
Cc1ccccc1C(=O)Nc1nnc(-c2cccnc2)o1 | 9.9 | -15.3 | -0.3 | -18.7 | -1.4 | -0.3 | 10.7 | -3.7 | -3.3
CC1CC2OC(=O)C3(C)CCCC(C)(C23)C1(O)CCc1ccoc1 (stereo not drawn) | 2.2 | 2.7 | 2.1 | 21.7 | -10.3 | -0.2 | -4.1 | -3.2 | 19.3
O=[N+]([O-])c1ccc2oc(C3CCCCC3)nc2c1 | 3.7 | -28.0 | 1.7 | -1.8 | 26.7 | -1.5 | 15.6 | -1.0 | 6.9
CCn1c(SCc2nc3ccccc3c(=O)[nH]2)nc2ccccc21 | -0.1 | 17.8 | 1.7 | -0.2 | 11.6 | -1.0 | 44.1* | -5.6 | 20.7
CCc1ccc(NC(=S)N2CCC(NC(=O)C3CCCCC3)CC2)cc1 | -1.0 | 10.7 | 0.2 | 12.0 | -6.2 | -1.9 | -15.0 | -0.5 | -9.1
CN1CCN(C(=O)C23CC4CC(CC(C4)C2)C3)CC1 | 1.0 | 16.0 | -0.2 | 19.4 | -8.7 | 4.1 | -2.2 | -5.6 | 0.4
N#Cc1cnn(CC2CCCCC2)c1N | 0.6 | 15.4 | 1.6 | -6.5 | -10.9 | 2.5 | -3.1 | -4.9 | 2.6
COc1ccc(CCC(=O)N2CCCC(Nc3ccc(OC)cc3)C2)cc1 (stereo not drawn) | 2.6 | -9.6 | -3.6 | 20.8 | 0.1 | -1.4 | 14.4 | 3.7 | 12.9
O=C(CSc1ncccn1)Nn1cnnc1 | -1.5 | 18.6 | 0.7 | 8.9 | -9.4 | 2.0 | 6.7 | -4.4 | 2.1
COc1ccc(C2(C#N)CCC(=O)N2c2ccccc2)cc1 (stereo not drawn) | -0.7 | -17.8 | -2.4 | 8.7 | 17.3 | 0.2 | 11.5 | 0.0 | 16.3
C#CC[N+](C)(C)CCCCCCCCCC | 3.1 | 70.7* | 1.2 | 15.6 | 17.1 | 1.9 | 1.5 | -2.7 | 9.7
COc1ccc(-c2cc3ccc(OCc4nn[nH]n4)cc3oc2=O)cc1 | -1.1 | -0.6 | -0.5 | -2.4 | 1.6 | 2.2 | 11.0 | 0.6 | 12.2
c1ccc(-c2ccc(CN3CCSCC3)cc2)cc1 | 4.5 | -23.5 | -1.0 | -4.0 | -56.0 | 0.1 | -47.2 | -2.8 | 5.2
CCCCCC1CC(CC(=O)NC(=S)Nc2ccccc2Cl)C(=O)O1 (stereo not drawn) | -1.7 | 1.8 | -6.0 | 14.2 | 16.8 | -6.1 | 8.9 | -2.2 | 10.1
COc1ccc(-n2nc(C(=O)Nc3ccc4c(c3)OCO4)c3c4ccccc4n(C)c3c2=O)cc1 | -3.1 | 10.5 | 0.4 | -5.8 | 12.2 | -0.8 | 14.6 | -1.5 | 9.4
COc1ccc(-c2csc(NC(=S)NC(=O)c3ccc4ccccc4c3)n2)cc1OC | 3.1 | 78.0* | 5.2 | -2.0 | -2.4 | -2.1 | 5.1 | -10.4 | 14.4
COc1ccc(S(=O)(=O)NCC(=O)NCc2cc(=O)n(C)c(=O)n2C)cc1C | 1.2 | 19.5 | -4.7 | 7.8 | 7.6 | 1.5 | 8.6 | 0.2 | 6.4

One compound at a time, from the list above.
COc1ccc(-n2nc(C(=O)Nc3ccc4c(c3)OCO4)c3c4ccccc4n(C)c3c2=O)cc1 in the list: CHOP UPR activ: -3.1; Mdm2-MdmX inh: 10.5; UPR XBP1 act: 0.4; NALP3 yeast inh: -5.8; TIM10 inh: 12.2; GRIN3A LBD mod: -0.8; tim10-1 inh: 14.6; APJ ag: -1.5; tim23-1 inh: 9.4
COc1ccc(S(=O)(=O)NCC(=O)NCc2cc(=O)n(C)c(=O)n2C)cc1C in the list: CHOP UPR activ: 1.2; Mdm2-MdmX inh: 19.5; UPR XBP1 act: -4.7; NALP3 yeast inh: 7.8; TIM10 inh: 7.6; GRIN3A LBD mod: 1.5; tim10-1 inh: 8.6; APJ ag: 0.2; tim23-1 inh: 6.4
